# RORgamma inh – qHTS for inhibitors of ROR gamma transcriptional activity; Drosophila S2 Gal4-RORgamma UAS-luciferase reporter, 20 h; Nuclear receptor ROR-gamma (Mus musculus), P51450; AID 2551, 2010; 310,000 compounds, 5.4% hits; Potency, µM (series often up to 53.6 µM), for the others: at the top dose activity change, negative = inhibition, most hits filed as inhibitors; further: potency means the concentration at half of the fitted maximal effect; on the % scale 0 is the no-effect control and ±100 the full control effect; nearly all actives have a fitted effect of over 60% in size
# Target sequence (P51450 whole entry, looked up, the tested form may be a part): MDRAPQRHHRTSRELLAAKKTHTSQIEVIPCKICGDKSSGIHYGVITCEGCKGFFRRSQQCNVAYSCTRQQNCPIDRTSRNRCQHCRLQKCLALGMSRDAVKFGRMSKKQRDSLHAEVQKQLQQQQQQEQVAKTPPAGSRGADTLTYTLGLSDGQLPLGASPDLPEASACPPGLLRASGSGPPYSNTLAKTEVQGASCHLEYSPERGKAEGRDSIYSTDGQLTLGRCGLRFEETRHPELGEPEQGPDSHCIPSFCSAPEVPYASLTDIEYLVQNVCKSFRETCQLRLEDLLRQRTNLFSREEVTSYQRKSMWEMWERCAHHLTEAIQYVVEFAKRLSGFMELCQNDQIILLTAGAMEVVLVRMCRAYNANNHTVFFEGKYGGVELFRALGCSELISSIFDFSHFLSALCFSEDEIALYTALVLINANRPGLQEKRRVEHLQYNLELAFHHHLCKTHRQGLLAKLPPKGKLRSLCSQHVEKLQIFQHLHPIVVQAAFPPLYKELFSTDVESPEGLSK
#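 Luciferase reporter read in Schneider cells carrying Gal4-RORγ (mouse) and UAS-Photinus luciferase; cells given compound 1 h before 700 uM copper sulfate induction, then incubated 20 h at ambient temperature.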
# Menin-MLL TR inh – qHTS Assay for Inhibitors Targeting the Menin-MLL Interaction in MLL Related Leukemias: Competition With Texas Red Labeled MLL-derived Mutant Peptide; O00255; Menin + Texas Red MLL mutant peptide, fluorescence polarization; Potency, µM (highest dose often 61.6 µM), without a hit: at the top dose FP activity change, negative = inhibition, most hits filed as inhibitors; 270,000 compounds, 0.23% hits; AID 1768, 2009; active means well fitted inhibition curve with a large enough effect in the polarisation, with a control signal flat, not every such curve was filed as active; inconclusive means small, poorly fitted or top-dose-only effect, or effect the other way, or a change in a side signal; inactive means no such curve, though single readings can be large or run the other way; the % refers to the polarisation; further: potency means the concentration at half of the fitted maximal effect; % of control where 0% means no effect; many of its hits are not listed in these tables
# Giardia killer – Small Molecules that selectively kill Giardia lamblia: qHTS | activity change, % at 7.66 µM, hits read low | 340,000 compounds, 0.15% hits | Giardia lamblia trophozoite viability | AID 540267, 2011; in the data active means activity change below about -80%; inconclusive means between about -30% and that limit;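 further: parasites exposed to compound for two days anaerobically before the ATP read; on the % scale 0 is the no-effect control and ±100 the full control effect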
#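 Luminescent ATP signal served as the viability read-out, measured 15-30 min after adding ATP detection reagent to trophozoites that had been incubated with compounds for 48 hrs at 37 deg C anaerobically at 100 cells/well.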
# FLuc modulator – qHTS profiling assay for firefly luciferase inhibitor/activator using purifed enzyme and Km concentrations of substrates (counterscreen for miR-21 project); Luciferin 4-monooxygenase (Photinus pyralis), P08659; purified FLuc, Km substrates, luminescence inhibition; Potency, µM (doses to about 57.5 µM), for inactives: at the top dose activity change, negative = inhibition, actives largely listed as inhibitors; 360,000 compounds, 6.9% hits; AID 588342, 2011;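 further: potency means the concentration at half of the fitted maximal effect; plate controls were vehicle for no effect and reference inhibitor for full effect; nearly all actives have a fitted effect of over 55% in size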
# Target sequence (P08659 whole entry, looked up): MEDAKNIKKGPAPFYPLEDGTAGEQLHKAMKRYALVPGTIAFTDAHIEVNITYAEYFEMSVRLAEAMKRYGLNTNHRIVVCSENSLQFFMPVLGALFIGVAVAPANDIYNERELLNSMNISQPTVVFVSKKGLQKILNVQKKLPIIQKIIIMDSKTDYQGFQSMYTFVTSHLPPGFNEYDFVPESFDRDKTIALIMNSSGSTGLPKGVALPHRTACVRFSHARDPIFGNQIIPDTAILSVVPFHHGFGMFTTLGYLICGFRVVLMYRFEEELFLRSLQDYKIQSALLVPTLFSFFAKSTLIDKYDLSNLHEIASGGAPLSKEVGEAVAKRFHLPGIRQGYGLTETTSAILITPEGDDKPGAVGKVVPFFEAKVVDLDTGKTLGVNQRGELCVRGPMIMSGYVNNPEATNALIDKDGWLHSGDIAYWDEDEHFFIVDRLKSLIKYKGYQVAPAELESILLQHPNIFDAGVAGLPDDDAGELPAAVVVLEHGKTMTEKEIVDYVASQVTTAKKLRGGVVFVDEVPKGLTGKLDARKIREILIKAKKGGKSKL
#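 Purified P. pyralis luciferase (10nM final) with 10uM D-luciferin and 10uM ATP (Km levels) in 50mM Tris acetate pH 7.5, 10mM Mg acetate, 0.01% Tween-20, 0.05% BSA; qHTS 6-point titration, ~60 µM downward; luminescence read.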
# Gal4-VP16 FLuc – VP16 counterscreen qHTS for inhibitors of ROR gamma transcriptional activity; Drosophila S2 Gal4-VP16 UAS-luciferase, luminescence, 20 h; 310,000 compounds, 3.5% hits; Potency, µM (doses to about 53.6 µM), for the others: at the top dose activity, negative = inhibition, usual class: inhibitors;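 further: Gal4-VP16 expression switched on by copper sulfate through the metallothionein promoter; potency means the concentration at half of the fitted maximal effect; on the % scale 0 is the no-effect control and ±100 the full control effect; nearly all actives have a fitted effect of over 50% in size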
# BRCA1 expr up – qHTS Assay to Identify Small Molecule Activators of BRCA1 Expression; AID 624202, 2012; Potency, µM (series often up to 46.1 µM), inactives show at the top dose activation, usual class: activators; 380,000 compounds, 1.1% hits; MCF7-BRCA1-FFLuc reporter, luminescence, 48 h; response scale: scaled: vehicle 0%, 10 µM genistein 100%; further: potency means the concentration at half of the fitted maximal effect; nearly all actives have a fitted effect of over 80% in size; some results filed as inactive show a strong effect at the top dose
#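 MCF7-BRCA1-FFLuc, 2000 cells/well; 2 h attach, 37 °C/5% CO2; compound 48 h; luciferase substrate 15 min; luminescence end-point. Norm. to genistein 10 microM max activation and DMSO; concentration-response curves fitted.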
# Rab9 promoter act – qHTS Assay for Rab9 Promoter Activators | Huh7 Rab9 promoter-luciferase reporter, luminescence, 24 h | Potency, µM (doses to about 9.22 µM), for inactives: at the highest dose activation, negative = inhibition, hits mostly activators | 320,000 compounds, 2.8% hits | AID 485297, 2010; further: potency means the concentration at half of the fitted maximal effect; % of control where 0% means no effect; nearly all actives have a fitted effect of over 60% in size
#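 Promoter activation is measured as luciferase luminescence in Huh7 cells stably transfected with a Rab9 promoter–luciferase construct, following 24 h compound exposure at 37 °C and 10 min reagent incubation at ambient temperature.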
# ELG1 genotoxic – qHTS screen for small molecules that induce genotoxicity in human embryonic kidney (HEK293T) cells expressing luciferase-tagged ELG1 | AID 504466, 2011 | 330,000 compounds, 1.3% hits | HEK293T ELG1-luciferase reporter, luminescence, 16 h | Potency, µM (highest dose often 46 µM), for inactives: at the highest dose activity change, positive = activation, hits mostly activators; further: potency means the concentration at half of the fitted maximal effect; % of control where 0% means no effect; nearly all actives have a fitted effect of over 60% in size
#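 HEK293T cells expressing luciferase-tagged ELG1 were treated with compound or DMSO for 16 hr at 37°C. Luciferase activity was then read after 30 min with ONE-Glo at room temperature; rising signal flags genetic stress.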
# p53 reactivation – qHTS assay for re-activators of p53 using a Luc reporter; H1299 p53-A138V BP100-luciferase reporter, luminescence, 24 h; Potency, µM (series often up to 92.2 µM), inactives show at the highest dose activity change, positive = activation, hits mostly activators; 320,000 compounds, 0.063% hits; AID 504706, 2011; further: potency means the concentration at half of the fitted maximal effect; % of control where 0% means no effect; nearly all actives have a fitted effect of over 45% in size
#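 H1299 (p53-null), stable ts p53-A138V + BP100-Luc; 1000 cells/well, Opti-MEM/10% FBS; cpd 4 pt, 1:5; 24 h, 37 deg C, 5% CO2; detection reagent 10 min RT; luminescence.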
# PKM2 activator – qHTS Assay for Activators of Human Muscle isoform 2 Pyruvate Kinase; Potency, µM (series often up to 57.5 µM), for the others: top-dose activation, usual class: activators; purified PKM2, Kinase-Glo ATP luminescence, activation; response scale: 0% is enzyme alone, no compound; Pyruvate kinase PKM (Homo sapiens), P14618; 260,000 compounds, 0.34% hits; further: potency means the concentration at half of the fitted maximal effect; on the % scale 0 is the no-effect control and ±100 the full control effect; nearly all actives have a fitted effect of over 55% in size
#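 ATP formation by purified human PK-M2, quantified via coupled luciferase luminescence after 1 h at room temperature with 0.1 mM ADP and 0.5 mM PEP final.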
# NPC1 promoter act – qHTS Assay for NPC1 Promoter Activators | Huh7 NPC1 promoter luciferase reporter, 24 h | Potency, µM (top dose mostly 9.22 µM), inactives show at the top dose activation, actives largely listed as activators | 320,000 compounds, 2.4% hits | AID 485313, 2010;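 further: potency means the concentration at half of the fitted maximal effect; % of control where 0% means no effect; nearly all actives have a fitted effect of over 60% in size; reporter is driven by a mutant NPC1 promoter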
#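 Huh7 cells stably carrying NPC1 promoter–luciferase, plated in Opti-MEM with 10% FBS for 2 h, were exposed to compound in DMSO for 24 h at 37 °C; luciferase reagent was added for 10 min and luminescence read.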
# * marks the source's active call; other numbers are inactive results; ? = inconclusive; / = not tested or not shown; & = joins results of further samples; [ ] = another dose, or the depositor's remark. Unless noted, the call rests on the fitted dose curve; in most records, active means well fitted curve in the direction sought with a large enough effect; inconclusive means small, poorly fitted or top-dose-only effect, or another doubt; inactive means no such curve, though single readings can be large; an effect the other way counts as inactive or inconclusive. Only part of the results is shown; the hit share may differ from the screen's.
SMILES,RORgamma inh,Menin-MLL TR inh,Giardia killer,FLuc modulator,Gal4-VP16 FLuc,BRCA1 expr up,Rab9 promoter act,ELG1 genotoxic,p53 reactivation,PKM2 activator,NPC1 promoter act
COCCCNc1nc(N)c([N+](=O)[O-])c(Nc2ccccc2OC)n1,-20%,/,22,1%,-4%,-17%,-1%,-9%,-1%,-1%,1%
Cn1cc(C(=O)Nc2ccc(C#N)cc2)c2ccccc2c1=O,?,15%,-17,5%&-5%,16%,-24%,1%,?,0%,/,-6%
CCCn1c(N)c(N(CCOC)C(=O)c2cccc(S(=O)(=O)N3CCCc4ccccc43)c2)c(=O)[nH]c1=O,/,/,4,0%,/,-15%,-1%,0%,7%,/,6%
O=C(Cn1c(=O)sc2ccccc21)Nc1ccc(S(=O)(=O)N2CCCCC2)cc1,6%,-15%,20,1%,-14%,-50%,-2%,-1%,-3%,-4%,-2%
O=C(c1ccc(C(F)(F)F)cc1)C1CCCN(C(=O)CCc2cnccn2)C1 (configuration not stated),43%,-18%,-12,-1%,8%,-3%,-11%,-1%,-2%,2%,-2%
COC(=O)c1c(NC(=O)c2ccco2)sc2c1C(C(=O)OC)CC2 (configuration not stated),6%,-19%,17,-18%,6%,1%,12%,1%,?,-1%,9%
CC1(C)CN(c2ccc(CC#N)cc2)C1=O,3%,-3%,-8,2%,14%,33%,4%,4%,9%,-3%,-1%
Cc1ccc(CN(CC2CCCO2)C(=O)CN2C(=O)C(C(C)C)Oc3ccccc32)o1 (configuration not stated),-1%[10 µM],-6%,2,-3%,6%,-36%,-6%,-12%,-4%,32µM*,-2%
Cc1nn(-c2ccccc2)c(Cl)c1/C=C1\C(=O)N(C)C(=S)N1C,36%,11%,9,-3%,-5%,-11%,-2%,0%,0%,0%,-8%
Cc1ccc(S(=O)(=O)NCc2ccccc2)cc1C(=O)N1CCCCCCC1,/,/,-3,4%,/,-18%,0%,12%,6%,/,-2%

# Part of the list above, with tabs:
canonical_smiles	RORgamma inh	Menin-MLL TR inh	Giardia killer	FLuc modulator	Gal4-VP16 FLuc	BRCA1 expr up	Rab9 promoter act	ELG1 genotoxic	p53 reactivation	PKM2 activator	NPC1 promoter act
Cn1cc(C(=O)Nc2ccc(C#N)cc2)c2ccccc2c1=O	?	15%	-17	5%&-5%	16%	-24%	1%	?	0%	/	-6%
Cc1ccc(S(=O)(=O)NCc2ccccc2)cc1C(=O)N1CCCCCCC1	/	/	-3	4%	/	-18%	0%	12%	6%	/	-2%
O=C(c1ccc(C(F)(F)F)cc1)C1CCCN(C(=O)CCc2cnccn2)C1 (configuration not stated)	43%	-18%	-12	-1%	8%	-3%	-11%	-1%	-2%	2%	-2%
CCCn1c(N)c(N(CCOC)C(=O)c2cccc(S(=O)(=O)N3CCCc4ccccc43)c2)c(=O)[nH]c1=O	/	/	4	0%	/	-15%	-1%	0%	7%	/	6%
Cc1ccc(CN(CC2CCCO2)C(=O)CN2C(=O)C(C(C)C)Oc3ccccc32)o1 (configuration not stated)	-1%[10 µM]	-6%	2	-3%	6%	-36%	-6%	-12%	-4%	32µM*	-2%

# Additional records:
SMILES,RORgamma inh,Menin-MLL TR inh,Giardia killer,FLuc modulator,Gal4-VP16 FLuc,BRCA1 expr up,Rab9 promoter act,ELG1 genotoxic,p53 reactivation,PKM2 activator,NPC1 promoter act
COc1ccc(S(=O)(=O)N2CCC(C(=O)NC3CCCCC3C)CC2)cc1 (configuration not stated),11%,7%,-6,1%,-5%,-21%,-4%,-6%,1%,/,2%
CNC(=O)C1Cc2ccccc2CN1S(=O)(=O)c1cccs1 (configuration not stated),16%[10 µM],3%,-18,0%,-5%,3%,2%,0%,0%,-1%,-1%
CCOc1cc(Br)cc(/C=C2\SC(=Nc3ccccc3)NC2=O)c1O,?,54%[activator],-17,?,?,-4%,-3%,1%,-1%,-1%,2%
COCCNC(=O)NC(=O)COC(=O)c1cc([N+](=O)[O-])ccc1Sc1nc(C)cs1,-3%,4%,6,3%,12%,-4%,-3%,2%,20%,0%,3%
O=C(CN(CC1CCCO1)C(=O)CNS(=O)(=O)c1ccccc1)NCc1ccc(F)cc1 (configuration not stated),-3%,-11%,-9,-2%,-4%,0%,-2%,0%,-3%,-4%,0%
O=c1[nH]cnc2sc3c(c12)CN(Cc1ccccc1)CC3,-31%,-14%,7,0%,2%,21%,4%,-7%,-1%,/,-3%
CCCCNC(=S)NNC(=O)c1csc2c1CCC(C)C2 (configuration not stated),?,-7%,8,-2%,-19%,-28%,5%,-4%,-5%,4%,0%
CCOc1ccccc1C1CC(c2ccccc2)Nc2nc(N)nn21 (configuration not stated),31%,-8%[11.7 µM],9,-1%,0%,-2%,-9%,-2%,-9%,24%,0%
COc1ccc(COC(=O)C2CCN(S(=O)(=O)c3ccc(OC)c(OC)c3)CC2)cc1,/,/,-1,6%,/,11%,-1%,0%,-3%,/,-6%
CCOC(=O)C1CCN(Cc2cc(=O)oc3c(C)c(C)ccc23)CC1,-27%,?,-4,-10%,?,-32%,-15%,-6%,-7%,/,-3%
COc1ccccc1NC(=O)c1ccc([N+](=O)[O-])cc1[N+](=O)[O-],-36%,-1%,1,-5%,2%,-63%,13%,-3%,0%,-2%,8%
COC(=O)COc1coc(CN2CCN(c3cccc(Cl)c3)CC2)cc1=O,?,/,-3,0%,-9%,-11%,-7%,7%,-6%,/,8%
COc1ccccc1N1C(=O)C2C3C=CC(CC3)C2C1=O (configuration not stated),-25%,1%,-14,-13%,4%,1%,4%,3%,-11%,11%,6%
O=C(CSc1nnc2scc(-c3ccccc3)n12)N1CCCc2ccccc21,-24%,-16%,0,-1%,9%,-13%,?,-2%,0%,1%,-1%
Cc1c(C(=O)O)oc2ccc(S(=O)(=O)NCCC3=CCCCC3)cc12,-1%,16%,-13,-8%,0%,6%,0%,0%,-5%,-10%,10%
CCOc1ccc(-c2ccc(SCC(=O)Nc3nnc(C)s3)nn2)cc1,-37%,?,-20,0.3µM*,-18%[10 µM],?,?,0%,-2%,7%,?
CCN(CCCNC(=O)C1c2ccccc2C(=O)N(CCOC)C1c1ccc(F)cc1)Cc1ccccc1 (configuration not stated),-9%,-15%,-8,1%,8%,-4%,0%,0%,9%,/,-3%
C/C(=N\Nc1ncc(Br)cn1)c1cccc([N+](=O)[O-])c1,-6%,-2%,-5,-12%,-6%,35%,15%,4%,16%,-6%,10%
O=C(C1=C[C@H](c2ccc3c(c2)OCO3)C[C@H](OCc2ccc(CO)cc2)O1)N1CCCCCCC1,14µM*,?,13,-1%,-29%,2%,-4%,-1%,-5%,0%,-6%
N#CCN(C(=O)COC(=O)CCCNC(=O)c1ccc(Cl)cc1)c1ccccc1,/,/,-10,?,/,-2%,-3%,2%,?,/,1%
NS(=O)(=O)c1ccc(CCNC(=O)CN2CCCCCC2)cc1,2%,-1%,-11,-1%,4%,0%,1%,0%,0%,-5%,1%
Cc1ccc(-c2nc(CSCC(=O)NCc3cccnc3)c(C)o2)cc1,5%,1%,34[activator],?,-19%,-52%,0%,-7%,-3%,3%,0%
N=C(N)SCc1ccc(Cl)cc1Cl,0%,-7%,-16,-3%,2%,-57%,-19%,-2%,-16%,-7%,-5%
COCCCNC(=O)CN(CCc1ccccc1)S(=O)(=O)c1ccc(OC)cc1,20%,-17%,-29,-1%,3%,11%,-3%,-3%,-1%,-4%,-1%
O=C(N/C=C/n1cnc2cc(C(F)(F)F)ccc21)c1ccccc1,1%,7%,10,3%,-18%,-12%,-4%,0%,?,0%,-1%

# Individual results from the results shown:
# For ELG1 genotoxic, COCCNC(=O)NC(=O)COC(=O)c1cc([N+](=O)[O-])ccc1Sc1nc(C)cs1 is entered as 2%
# For Giardia killer, N#CCN(C(=O)COC(=O)CCCNC(=O)c1ccc(Cl)cc1)c1ccccc1 is entered as -10
